# aSyn tox rescue: rescues yeast growth from alpha-synuclein toxicity; actives 0.02% (n = 94,000); S. cerevisiae alpha-synuclein toxicity rescue, BacTiter-Glo growth, 24 h; Potency, µM (highest dose often 46.1 µM), without a hit: at the highest dose growth rescue (activation), usual class: activators; AID 1347070; active = well fitted activation curve with a large enough effect; note: 0% is about no effect
#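 Growth restoration measured by BacTiter-Glo luminescence after 24 hr at 30 deg C; alpha-synuclein yeast, raffinose-pregrown to mid-log, were added at OD600=0.02 in galactose medium onto pinned compounds.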
# Starred values were filed as active, the others as inactive; [ ] = another dose, or the depositor's remark. Potency is the fitted concentration of half-maximal effect. An excerpt. The share of hits here may be higher or lower than overall.
SMILES,aSyn tox rescue
CCCCn1c(=O)[nH]c(=O)c2c1nc(-c1cc3c(cc1Br)OCO3)n2C,2.1%
FC(F)(F)c1cccc(OCc2noc(-c3ccsc3)n2)c1,-4.4%
CC1C(c2ccccc2)=Nn2c(=O)n(-c3ccccc3)c(=O)n21 (stereo not given),12.4%
CCC(C)(C)NC(=O)C(C(C)C)N(CC1CCCO1)C(=O)CNS(=O)(=O)c1ccc(F)cc1 (stereo not given),-10.5%
COc1ccccc1NC(=O)c1cc(-c2ccc(C)o2)nc2ccccc12,-5.1%
NS(=O)(=O)c1ccc(CCNc2nccn(-c3cccc(C(F)(F)F)c3)c2=O)cc1,-2.9%
CCOC(=O)c1ccccc1NC(=O)Cn1c(=O)n(CCC(=O)NCc2ccccc2OC)c(=O)c2ccccc21,-2.8%
CC(=O)NCCNC(=O)CCCc1nnc2n(C)c(=O)c3sccc3n12,29.5%
CCCOc1ccc(C2C(=O)N(C3CCCCCC3)CC(=O)N2CCC2=CCCCC2)cc1OC (stereo not given),-9.9%
Fc1ccc(-n2ncc3c(NC4CCCCCC4)ncnc32)cc1,-17.1%
COc1ccc2c(c1)c1c(c(=O)n(CCc3ccccc3)c(=O)n1Cc1cccc(C)c1)n2C,-0.5%
COc1ccccc1C(=O)NCCN1CCCC1,-0.3%
Cc1nnc(NN)n(N)c1=O,-6.8%
COc1ccc(OC)c(C2CC(=O)Oc3c2c(=O)n(C)c2ccccc32)c1 (stereo not given),1.0%
CSc1ccc(CN(C)C(=O)c2cc(S(=O)(=O)NCc3ccccc3)ccc2C)cc1,7.0%
COc1cccc(CNC(=O)CCCSc2ccccc2)c1,0.6%
O=C(Cc1ccccc1)Nc1ccc(C(=O)NCC2COc3ccccc3O2)cc1 (stereo not given),-3.5%
NC(=O)c1cc(S(=O)(=O)NCC2CCC(C(=O)Nc3ccc(Cl)cc3)CC2)cs1 (stereo not given),-2.3%
CCCc1nc2sc3c(N4CCC(C)CC4)ncnc3c2c2c1CCCC2,25.6%
O=C(NCCc1ccccc1Cl)c1ccc2c(c1)nc1n2CCCCC1,3.4%
COc1ccc(S(=O)(=O)N2CCC(C(=O)Nc3ccccc3)CC2)cc1OC,5.4%
O=C(N1CCOCC1)N1CCC(c2nc(-c3ccc(S(=O)(=O)N4CCOCC4)cc3)no2)CC1,-3.2%
O=S(=O)(c1ccc(Cl)cc1)N1CCN(S(=O)(=O)N2CCCCCC2)CC1,4.9%
O=C(O)/C=C/C(=O)Nc1ccccc1-c1ccccc1NC(=O)/C=C/C(=O)O,1.2%
CCOc1ccccc1NC(=O)c1ccc2c(O)c(S(=O)(=O)c3ccccc3)c(=O)[nH]c2c1,1.3%

# Continuation.
SMILES,aSyn tox rescue
O=C(Cn1cc(C(=O)c2cccs2)c2ccccc21)Nc1ccc(Br)cc1,-7.6%
Cn1cnc([N+](=O)[O-])c1Sc1ncn[nH]1,1.8%
Cc1cccc(C)c1OCc1nc2c3cnn(-c4ccccc4Br)c3ncn2n1,3.9%
Cc1ccc(S(=O)(=O)Oc2ccc(/C=C(/NC(=O)c3ccccc3)C(=O)NCCCC(=O)O)cc2)cc1,-1.1%
Cc1onc(C(=O)Nc2sc3c(c2C(N)=O)CCCC3)c1[N+](=O)[O-],-9.2%
COc1ccc([C@H]2C[C@H](O)[C@@H](n3cc(-c4ccc(F)cc4)nn3)CN2C(=O)c2cccs2)cc1,14.0%
O=C(COc1ccccc1Cl)Nc1ccc2nc(SCC(=O)N3CCCC3)sc2c1,-9.5%
CCCCCn1c(=O)[nH]c2cc(C(=O)Nc3ccc(F)cc3)ccc2c1=O,-3.7%
Cc1ccc2c(=O)cc(C(=O)Nc3ccc(S(=O)(=O)N4CCCCCC4)cc3)oc2c1,-7.1%
COc1ccc(S(=O)(=O)NCCc2sc3nc(-c4ccc(C)cc4)nn3c2C)cc1F,10.6%
COc1ccc(N(C)S(=O)(=O)c2ccc(C)cc2)c([N+](=O)[O-])c1,-2.4%
COCc1c(C(=O)N2CCN(Cc3ccc(C#N)cc3)CC2)oc2ccccc12,-5.9%
CCOc1ccccc1CNC(=O)Cn1c(-c2ccccc2)cc(C(C)=O)c1C,4.7%
Cc1ccc(S(=O)(=O)N(C)C)cc1NC(=O)COC(=O)COc1ccccc1[N+](=O)[O-],4.8%
CC1CCCCN1CCCNC(=O)Cn1ncc2c3ccccc3n(Cc3ccccc3)c2c1=O (stereo not given),-1.5%
CCN1c2ccccc2-n2cccc2C12CCN(C(=O)Nc1ccccc1Br)CC2,1.4%
CCCN(CCC)C(=O)Cn1c(=O)n(-c2ccc(OC)cc2)c(=O)c2ccc(C(=O)NCc3ccc(C)cc3)cc21,2.3%
Cc1ccc2nc(-c3cccc(Cl)c3)c(Nc3ccc4c(c3)OCO4)n2c1,-9.7%
CCc1ccccc1NS(=O)(=O)c1cc2c(cc1C)n(C)c(=O)c(=O)n2C,1.7%
Cc1cccc(NS(=O)(=O)c2cn(C)c(=O)n(C)c2=O)c1C,-4.9%
COc1ccc(NC(=O)CN2C(=O)NC(C)(c3ccccc3)C2=O)cn1 (stereo not given),1.2%
O=C(NCc1ccccc1)C1CCN(C(=O)c2cnn(-c3ccccc3)c2-n2cccc2)CC1,0.7%
Cc1ccccc1NC(=O)COc1ccc(Br)cc1C,-0.9%
S=C(Nc1ccc(Oc2ccccc2)cc1)N(CCCN1CCOCC1)Cc1ccccn1,-3.3%
CC(=O)N1CCCc2cc(S(=O)(=O)NCc3ccc(N(C)C)cc3)ccc21,6.9%

# Pulled by structure from the list above, seven records:
SMILES,aSyn tox rescue
CCCOc1ccc(C2C(=O)N(C3CCCCCC3)CC(=O)N2CCC2=CCCCC2)cc1OC (stereo not given),-9.9%
O=C(NCc1ccccc1)C1CCN(C(=O)c2cnn(-c3ccccc3)c2-n2cccc2)CC1,0.7%
CCCCCn1c(=O)[nH]c2cc(C(=O)Nc3ccc(F)cc3)ccc2c1=O,-3.7%
CCC(C)(C)NC(=O)C(C(C)C)N(CC1CCCO1)C(=O)CNS(=O)(=O)c1ccc(F)cc1 (stereo not given),-10.5%
O=S(=O)(c1ccc(Cl)cc1)N1CCN(S(=O)(=O)N2CCCCCC2)CC1,4.9%
NC(=O)c1cc(S(=O)(=O)NCC2CCC(C(=O)Nc3ccc(Cl)cc3)CC2)cs1 (stereo not given),-2.3%
Cn1cnc([N+](=O)[O-])c1Sc1ncn[nH]1,1.8%

# Additional structures:
SMILES,aSyn tox rescue
CCc1ccc(CNC(=O)C2CCN(C(=O)N3CC(CC)Oc4ccc(C)cc43)CC2)cc1 (stereo not given),9.5%
O=C1CSC(c2ccccc2[N+](=O)[O-])N1c1ccccc1 (stereo not given),8.2%
CCCn1c(SCC(=O)NC2CCCC2)nnc1C(C)C,5.3%
COc1ccc2c(CC(=O)Nc3ccc4nc(N5CCOCC5)sc4c3)coc2c1,16.4%
O=C(CSc1nnc(COc2ccc(Cl)cc2)o1)Nc1ccccc1,8.1%
CCN(CC(=O)NCc1ccc(Cl)cc1)C(=O)/C=C/c1ccco1,-3.7%
Oc1c(C(c2ccccc2)N2CCN(c3cccc(Cl)c3)CC2)sc2nc(-c3ccco3)nn12 (stereo not given),10.6%
CCC(c1nnnn1CCOC)N1CCN(c2nc3ccccc3s2)CC1 (stereo not given),6.5%
NC(=O)c1ccc(-n2nnnc2Oc2ccc(Br)cc2)cc1,-4.5%
Cc1cccc(NC(=O)c2ccc(Cl)c(NC(=O)c3ccncc3)c2)c1C,-5.2%
CCOC(=O)C(C)n1cnc2c(nnn2-c2ccccc2)c1=O (stereo not given),4.7%
COC(=O)CN1C(=O)CSc2ccc(S(=O)(=O)Nc3cccc(C)c3C)cc21,3.6%
Cc1ccc2nc(-c3ccc(Cl)c(NC(=O)c4ccc5c(c4)OCCO5)c3)oc2c1,1.8%
CC(=O)N/N=C(\C)CCc1ccccc1,-0.2%
Cc1ccc(S(=O)(=O)c2c(C)nn(C(C)(C)C)c2OC(=O)CC(C)C)cc1,1.4%
COc1ccc(S(=O)(=O)N2CCN(Cc3ccco3)CC2)cc1,2.3%
CC(C)n1c(SCC(=O)NC2CCCCC2)nnc1-c1ccco1,-3.5%
Cc1cccc(Cc2nnc(CCC(=O)NCc3ccncc3C)o2)c1,-3.0%
Cc1cc(Oc2ccc([N+](=O)[O-])cc2)nc(N2CCOCC2)n1,-3.8%
COc1ccc(-c2[nH]c(-c3ccc(Cl)cc3)nc2SCC(=O)Nc2nccs2)cc1,-6.7%
CC1CCN(S(=O)(=O)c2ccc3c(c2)N(CC(=O)NCCc2ccc(Cl)cc2)C(=O)CO3)CC1,-26.8%
Cc1cccc(Nc2nc(N)c([N+](=O)[O-])c(NCc3ccco3)n2)c1,17.4%
C[C@H]1CN([C@@H](C)CO)C(=O)CCCn2nncc2CO[C@@H]1CN(C)Cc1ccc2c(c1)OCO2,-1.7%
CN(C)S(=O)(=O)c1cccc(NC(=O)COc2ccc(C(=O)c3ccccc3)cc2)c1,-1.8%
CCN(CC)S(=O)(=O)c1ccc2c(c1)nc(CCC(=O)OCC(=O)Nc1cc(OC)cc(OC)c1)n2C,-4.1%

# Another view of some results above.
> CCCn1c(SCC(=O)NC2CCCC2)nnc1C(C)C
  aSyn tox rescue = 5.3%

> NC(=O)c1ccc(-n2nnnc2Oc2ccc(Br)cc2)cc1
  aSyn tox rescue = -4.5%

> CCN(CC)S(=O)(=O)c1ccc2c(c1)nc(CCC(=O)OCC(=O)Nc1cc(OC)cc(OC)c1)n2C
  aSyn tox rescue = -4.1%

# Further entries
SMILES,aSyn tox rescue
Cc1ccc(-c2nnc(Nc3ccc4c(c3)OCO4)c3ccccc23)cc1S(=O)(=O)NC(C)C,-3.6%
CCOC(=O)c1ccc(NC(=O)c2sc3nc4n(c(=O)c3c2C)CCC4)cc1,-14.7%
CCOC(=O)Cn1c(=O)n(C2CCCCC2)c2nc(-c3cccc(F)c3)nc(C(N)=O)c21,2.3%
O=C(NCCc1ccccc1)c1cc(S(=O)(=O)N2CCCCC2)c[nH]1,3.2%
CCn1cc2nc(SCc3cccc(F)c3)n(CCc3ccccc3)c(=O)c2n1,9.4%
Cc1ccc(S(=O)(=O)N2C[C@H]3C(=O)C[C@@H](c4ccccc4F)N(S(=O)(=O)c4ccc(C)cc4)[C@H]3C[C@H]2c2cccc3ccccc23)cc1,-5.0%
Cc1cccc(CN2CCc3nc(N4CCN(c5ccccn5)CC4)ncc3C2)c1,-0.4%
Cn1c(=O)cc(SCC(=O)Nc2cccc(C#N)c2)c2ccc(Cl)cc21,-8.5%
CCc1ccc(S(=O)(=O)Nc2ccc(O)c3ccccc23)cc1,6.1%
CC1CN(C(=O)Nc2ccc(C(=O)NCCc3ccccc3Cl)cc2)c2ccccc2S1 (stereo not given),-8.1%
Cc1ccc(C)c(Nc2nnc(-c3ccc(C)c(S(=O)(=O)N4CCN(C)CC4)c3)c3ccccc23)c1,2.9%
Cc1cc(C)c(NS(=O)(=O)c2ccc3c(c2)CC(C)N3C(=O)C2CCC2)c(C)c1 (stereo not given),15.7%
COc1ccc(NC(=O)c2c(C)nn(Cc3ccccc3)c2C)cc1S(=O)(=O)N(C)C,2.5%
COc1ccc(CCOC2OC(CO)C(OC(=O)/C=C/c3ccc(O)c(OC)c3)C(O[C@H]3O[C@@H](C)[C@H](O)[C@@H](O)[C@H]3O)C2O)cc1O (stereo not given in full),-2.4%
O=C(CSc1n[nH]c(-c2ccncc2)n1)Nc1ccc(Cl)c(C(=O)O)c1,5.3%
COc1ccccc1CNC(=O)CN1C(=O)CSc2ccc(S(=O)(=O)N3CCCCC3)cc21,-6.1%
CCOc1ccc(N2C(=O)C3C(c4ccc(O)cc4)NC(CCSC)(C(=O)OC)C3C2=O)cc1 (stereo not given),-3.7%
COc1ccc(S(=O)(=O)NCC2CCCN(Cc3ccc(C)o3)C2)cc1 (stereo not given),1.8%
Cc1cccc(C(=O)Nc2nnc(SCC(=O)NC3CC3)s2)c1,-1.7%
COc1ccc(C(C(=O)Nc2ccc(C(C)C)cc2)N(C)C(=O)Cc2cccs2)cc1 (stereo not given),-2.4%
CCOC(=O)c1ccc(NC(=O)C2(S(=O)(=O)c3ccc(Cl)cc3)CC2)cc1,25.7%
Cc1nn(-c2ccc(F)cc2)c(Cl)c1/C=N/NC(=O)c1ccc(O)cc1,4.4%
O=C(NC(Cc1c[nH]c2ccccc12)C(=O)N/N=C/c1ccc(Br)cc1)c1cccs1 (stereo not given),9.4%
CCN(CC)C(=O)C1=C(C)N(CCCOC)C(=O)C(CC(=O)NCc2ccco2)C1 (stereo not given),-0.9%
COc1ccc(CNC(=O)c2cc(-c3ccc(C)cc3)nc3n[nH]c(-c4ccc(Br)cc4)c23)cc1,3.8%

# The list continues:
SMILES,aSyn tox rescue
CC1(c2ccccc2Cl)NC(=O)N(CC(=O)NCc2ccco2)C1=O (stereo not given),-8.3%
C=CCN(c1ccccc1)S(=O)(=O)c1cccc(C(=O)Nc2ncccc2O)c1,-46.2%[inhibitor]
COc1ccccc1Cn1c(=S)[nH]c2ccc(Br)cc2c1=O,2.2%
CC(=O)Nc1nnc2n1CCS2,-8.2%
O=C(Nc1ccc(-c2nc3cc(NC(=O)c4ccc(F)cc4)ccc3o2)cc1)c1ccc(F)cc1,1.0%
CCCc1ccc(OCC(=O)Nc2sc(C(=O)OCC)c(C)c2C(=O)OCC)cc1,-2.3%
CCOc1ccccc1NC(=O)CCc1c(C)nc2cc(-c3ccccc3)nn2c1C,5.7%
Cc1nc(S(=O)(=O)Cc2ccc(Cl)cc2)nc2c1CCC2,19.3%
Cc1ccc2nc(/C(C#N)=C/c3ccc(-c4ccc(C(=O)OC(C)C)cc4)o3)[nH]c2c1,4.5%
O=c1c(=O)n(Cc2c(F)cccc2Cl)ccn1Cc1ccccc1,-4.1%
Cc1cc(C)c2oc(C(=O)Nc3ccc(S(=O)(=O)N(C)c4ccccc4)cc3)cc(=O)c2c1,-0.1%
COc1ccc2c(c1)C(SCC(=O)NCCc1ccc(Cl)cc1)CC(C)(C)O2 (stereo not given),4.7%
COc1ccccc1-n1c(SCC(=O)Nc2ccc(C)cc2)nc(O)cc1=O,-12.0%
CCOC(=O)c1c(N)n(-c2ccc(OCC)cc2)c2nc3ccccc3nc12,-5.7%
